ASAP1 inh: ASAP1 ArfGAP inhibition; actives 0.19% (n = 360,000); inhibition, % at 16.5 µM; ASAP1-stimulated ARF1 GTP hydrolysis, GDP FP detection; Q9ULH1; in the data active = inhibition above about 25%;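 also: 0% = vehicle with enzyme and substrate and 100% = no enzyme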
Target sequence (Q9ULH1 325-724 limits assumed): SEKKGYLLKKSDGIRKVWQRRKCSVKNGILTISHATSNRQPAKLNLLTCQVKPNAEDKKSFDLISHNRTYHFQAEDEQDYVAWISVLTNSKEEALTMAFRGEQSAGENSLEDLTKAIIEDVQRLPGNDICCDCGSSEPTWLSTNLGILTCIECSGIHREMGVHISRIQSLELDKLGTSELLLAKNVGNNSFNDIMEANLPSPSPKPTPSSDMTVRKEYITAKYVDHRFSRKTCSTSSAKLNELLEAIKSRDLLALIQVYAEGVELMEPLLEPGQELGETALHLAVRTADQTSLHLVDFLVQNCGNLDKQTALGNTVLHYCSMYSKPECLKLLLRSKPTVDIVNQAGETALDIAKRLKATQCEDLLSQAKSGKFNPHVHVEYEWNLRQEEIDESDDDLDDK
SIAE primary: blocks human sialic acid acetylesterase | AID 1053197 | actives 0.69% (n = 370,000) | Q9HAT2 | inhibition, % at 9.66 µM | SIAE FP-Rh probe binding, fluorescence polarization;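 active = inhibition above a cutoff: mean of compounds within the control limits plus 3 SD of those, cut at about 17% in these data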;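 also: 0% = plate median of compound wells and 100% = probe without SIAE protein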
DDE Tn6 FP inh: inhibitors of Tn6 peptide binding to human fibrin DD(E) | Fibrin DD(E) TRITC-Tn6 fluorescence polarization displacement | P02675 | inhibition, % at 8.3 µM | actives 0.21% (n = 370,000);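 active = inhibition above a per-campaign cutoff: mean of compounds within control limits plus 3 SD, cut at about 15% in these data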;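 also: 0% = median of all compound wells on the plate and 100% = blocking peptide control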
Target sequence (P02675 whole entry, looked up): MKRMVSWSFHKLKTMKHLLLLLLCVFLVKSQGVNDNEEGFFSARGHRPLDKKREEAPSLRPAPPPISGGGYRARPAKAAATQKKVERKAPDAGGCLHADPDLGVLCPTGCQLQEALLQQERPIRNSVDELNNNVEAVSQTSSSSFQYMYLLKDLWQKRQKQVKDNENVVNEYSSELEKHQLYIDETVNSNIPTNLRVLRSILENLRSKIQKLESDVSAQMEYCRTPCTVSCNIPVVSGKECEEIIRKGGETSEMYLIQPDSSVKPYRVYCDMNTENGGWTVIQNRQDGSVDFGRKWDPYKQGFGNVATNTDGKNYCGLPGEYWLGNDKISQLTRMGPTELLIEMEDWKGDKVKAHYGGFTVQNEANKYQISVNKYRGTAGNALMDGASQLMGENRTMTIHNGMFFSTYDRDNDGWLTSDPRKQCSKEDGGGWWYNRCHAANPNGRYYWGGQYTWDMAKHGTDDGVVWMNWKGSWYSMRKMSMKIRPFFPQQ
TDP2 inh: TDP2 (human) inhibition, absorbance primary screen. recombinant TDP2, T5PNP hydrolysis, p-nitrophenol absorbance 415 nm. inhibition, % at 12.8 µM. actives 0.34% (n = 370,000). AID 720702;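 active = inhibition above the mean of all tested compounds plus 3 SD, set per campaign, cut at about 25% in these data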;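 also: 0% = DMSO with enzyme and 100% = buffer with substrate but no TDP2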
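Read-out basis: percent inhibition. System: recombinant human TDP2. Buffer or medium: Mg2+-containing Tris-HCl buffer, pH 7.5. Repeats: single replicate. Timing: reaction 2 h, 37 °C. Benchmarks: high control without enzyme, low control DMSO plus TDP2. Probe or stimulus: 5 mM T5PNP. Doses: 12.8 µM only. Measured by: epi absorbance of p-nitrophenol freed from T5PNP by hydrolysis.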
ADAM10 inh: ADAM10 inhibition, QFRET primary screen; actives 0.62% (n = 370,000); inhibition, % at 7 µM; recombinant ADAM10, EDANS/DABCYL FRET peptide cleavage, 3 h; O14672; AID 720582;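 active = inhibition above a per-campaign cutoff equal to the mean of compounds falling between control-based bounds plus 3 SD, cut at about 20% in these data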;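 also: 0% = DMSO wells while the 100% control is not disclosed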
DDE Tn7 FP inh: DD(E)-Tn7 binding inhibition, primary FP screen. P02675. actives 0.13% (n = 370,000). FP displacement of FITC-Tn7 peptide from fibrin DD(E); 0% = median of compound wells per plate. inhibition, % at 8.3 µM. AID 720508;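 active = inhibition above the mean of compounds falling within the control limits plus 3 SD of them, cut at about 14% in these data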;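 also: 0% = plate median of compound wells and 100% = 10 µM Aha-Tn7 peptide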
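assay system = human clot-derived fibrin DD(E) complex | quantity = Fibrin-DD(E) at 2 µM final | timing = 10 min preincubation, 3 h with tracer, room temperature | signal = fluorescence polarization | measure = percent inhibition | benchmarks = high control wells with 10 µM unlabelled Aha-Tn7 peptide (full inhibition) | replicates = singlicate testing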
PLC-beta3 inh: PLC-beta3 (human) inhibition, primary screen | Q01970 | Purified PLC-beta3, fluorogenic substrate, fluorescence | inhibition, % at 12.2 µM | actives 0.18% (n = 370,000); in the data active = inhibition above about 11%;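 also: 0% = median of compound wells on plate and 100% = full blocker control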
ADAM17 inh: ADAM17 inhibition, QFRET primary screen | inhibition, % at 6.95 µM | AID 720648 | recombinant ADAM17, EDANS/DABCYL FRET peptide cleavage | actives 0.83% (n = 370,000);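 active = inhibition above the mean of compounds lying between control limits plus 3 SD, set per campaign, cut at about 8.5% in these data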;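 also: 0% = DMSO-only wells as the low control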
PLCg1 inh: blocks human PLC-gamma1 enzyme activity; actives 0.84% (n = 370,000); purified PLC-gamma1, fluorogenic substrate, fluorescence; P19174; inhibition, % at 12.2 µM; in the data active = inhibition above about 9.5%
ARFGAP1 inhibitor: inhibitors of rat ARFGAP1. actives 0.26% (n = 360,000). inhibition, % at 16.5 µM. Q62848. Arfgap1-stimulated ARF1 GTP hydrolysis, GDP FP detection;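 active = inhibition above a per-plate limit, mean inhibition of low control wells plus 3 SD, cut at about 25% in these data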;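 also: 0% = DMSO wells with enzyme and 100% = wells lacking Arfgap1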
Target sequence (Q62848 1-136 limits assumed): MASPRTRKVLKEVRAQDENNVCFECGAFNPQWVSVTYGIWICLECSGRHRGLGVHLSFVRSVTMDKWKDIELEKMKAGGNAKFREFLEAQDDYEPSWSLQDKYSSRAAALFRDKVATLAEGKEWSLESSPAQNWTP
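Material: rat Arfgap1 GAP domain (His6, aa 1-136), purified enzyme. Also added: human ARF1(Δ1-17)-GTP substrate. Compound dosing: 16.5 µM single point, 1.26% DMSO. Timing: enzyme reaction 120 min at 25 °C after 20 min preincubation. Signal: GDP detection by fluorescence polarization. Read-out basis: percent inhibition of GAP-stimulated GDP formation, scaled between DMSO and no-Arfgap1 medians.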
* = called active by the depositor; i = inactive; · = not tested or not shown.

no.	SMILES	ASAP1 inh	SIAE primary	DDE Tn6 FP inh	TDP2 inh	ADAM10 inh	DDE Tn7 FP inh	PLC-beta3 inh	ADAM17 inh	PLCg1 inh	ARFGAP1 inhibitor
1	CCc1nnc(NC(=O)c2ccc(COc3ccccc3Cl)o2)s1	-10	-10	-1	18	1	2	-6	-4	-2	20
2	CCN(CC)Cc1c(O)ccc2c(=O)c(-c3ccccc3Cl)coc12	14	-1	7	-4	i	3	i	-489	i	6
3	COc1ccc(CCNC(=O)CCCN2C(=O)c3ccccc3C2=O)cc1	-3	-4	2	-3	-8	7	1	-3	-1	5
4	O=C(NS(=O)(=O)c1cccc(F)c1)[C@H]1O[C@@H](n2ccc(=O)[nH]c2=O)[C@H](O)[C@@H]1O	-3	8	3	3	-5	-6	4	0	4	-1
5	O=[N+]([O-])c1ccc(NS(=O)(=O)N2CCOCC2)cc1	4	0	0	3	-7	9	-1	2	1	-1
6	Cc1ccc(C)c(-n2c(CNC(=O)c3ccco3)nnc2SCC(=O)Nc2nnc(C)s2)c1	13	1	-1	-5	-2	0	-2	-4	-1	-7
7	COc1ccccc1N1C(=O)C2C(C(=O)c3ccccc3)=NN(c3ccc(Br)cc3)C2C1=O (stereo not drawn)	-3	1	4	3	1	8	-105	-3	-67	-7
8	COc1ccc(N2CCN(CCNC(=O)Nc3cc(Cl)ccc3Cl)CC2)cc1	0	0	7	-11	5	-1	2	0	4	7
9	O=C1N(c2ccc3c(c2)OCCO3)C(c2ccccc2)C1(F)F (stereo not drawn)	2	-12	4	3	6	6	-10	-1	-1	-5
10	Cc1cc(C(C)(C)C)cc(S(=O)(=O)NCCO)c1C	-2	-3	8	8	0	4	1	-1	2	-10
11	CCOc1ccc(C(=O)NCc2cccnc2)cc1	-5	1	2	5	2	0	2	-6	0	-7
12	CC(C)c1cc(C(C)C)c(S(=O)(=O)N2CCC(c3cn4ccccc4n3)CC2)c(C(C)C)c1	·	3	3	-2	-1	1	-7	2	-5	·

Next part.
no.	SMILES	ASAP1 inh	SIAE primary	DDE Tn6 FP inh	TDP2 inh	ADAM10 inh	DDE Tn7 FP inh	PLC-beta3 inh	ADAM17 inh	PLCg1 inh	ARFGAP1 inhibitor
13	Cc1cccc(C)c1NC(=S)N(CCN1CCCCCC1)Cc1ccco1	1	18*	-6	-7	-4	-8	-7	-4	0	3
14	Cc1ccc(NC(=O)COC(=O)c2ccc(NC(=O)CC#N)cc2)cc1S(=O)(=O)N1CCOCC1	-5	-80	20*	11	-9	2	-41	0	-21	-3
15	CC(C)Oc1ccc(CNC2CCOC(C)(C)C2)cc1 (stereo not drawn)	-1	0	0	-17	-5	7	6	2	9	-11
16	O=C(C1CCCCC1)N1CCC2CC1c1cc(-c3ccc4c(c3)OCO4)ccc12 (stereo not drawn)	11	1	-8	5	13	-2	0	3	0	5
17	CCOC1CCCc2oc(-c3ccsc3)c(-c3cnc(OC)nc3)c21 (stereo not drawn)	-3	2	0	8	-327	2	-81	-85	-63	6
18	CCOc1cc(C2C(C(=O)OC)=C(C)N=C3SC(C)C(=O)N32)ccc1OC(C)=O (stereo not drawn)	-8	-3	10	-2	13	0	1	1	-1	-1
19	CCOC(=O)c1ccc(NC(=O)CSC2=NN3CCCC(=O)N=C3S2)cc1	3	-3	-8	0	-8	1	-1	-2	0	-8
20	CCc1ccc(/C=C/C(=O)c2cc(Br)ccc(=O)c2O)cc1	-8	13	-3	-4	-3	1	-17	-2	-15	-14
21	Cc1nn(Cc2ccccc2)c(C)c1C(=O)N1CCN(CC(=O)Nc2ccccc2Cl)CC1	-3	-5	-5	0	-5	0	-2	0	-2	1
22	Cc1cccc(CSc2nnc(-c3ccccn3)n2N)c1	-5	-7	1	-5	4	1	3	-1	0	-2
23	O=C(CN1C(=O)c2ccccc2C1=O)OCC(=O)c1ccc(F)cc1	2	-4	4	3	-14	0	-7	-3	-1	7
24	CCCn1c(N)c(N(CCOC)C(=O)c2ccc(N3CCCC3=O)cc2)c(=O)[nH]c1=O	-8	9	0	5	-6	1	-8	-2	-1	-5

Profiles from above. Screens in order: ASAP1 inh | SIAE primary | DDE Tn6 FP inh | TDP2 inh | ADAM10 inh | DDE Tn7 FP inh | PLC-beta3 inh | ADAM17 inh | PLCg1 inh | ARFGAP1 inhibitor
`CCOC1CCCc2oc(-c3ccsc3)c(-c3cnc(OC)nc3)c21` (stereo not drawn) is listed with -3 | 2 | 0 | 8 | -327 | 2 | -81 | -85 | -63 | 6
`CC(C)Oc1ccc(CNC2CCOC(C)(C)C2)cc1` (stereo not drawn) is listed with -1 | 0 | 0 | -17 | -5 | 7 | 6 | 2 | 9 | -11
`CCc1ccc(/C=C/C(=O)c2cc(Br)ccc(=O)c2O)cc1` is listed with -8 | 13 | -3 | -4 | -3 | 1 | -17 | -2 | -15 | -14

Going on with the list:
no.	SMILES	ASAP1 inh	SIAE primary	DDE Tn6 FP inh	TDP2 inh	ADAM10 inh	DDE Tn7 FP inh	PLC-beta3 inh	ADAM17 inh	PLCg1 inh	ARFGAP1 inhibitor
25	COc1ccc(CNC(=O)c2cccc(NC3=NC4CS(=O)(=O)CC4S3)c2)cc1 (stereo not drawn)	5	0	-2	-3	-12	3	1	-3	0	-3
26	Cc1ccccc1-c1cn(-c2ccccc2)c(=S)[nH]1	-10	5	8	-10	-7	-2	-4	3	0	3
27	Cc1ccc2nc(N3C(=O)C(O)=C(C(=O)c4ccco4)C3c3cccc(O)c3)sc2c1 (stereo not drawn)	19	-18	-5	0	11	4	-112	-5	-66	28*
28	COc1ccc(C2CC(=O)N(CC(=O)NCC3CCCO3)c3ccccc3S2)cc1 (stereo not drawn)	-14	-3	-3	0	6	1	-4	-4	-2	3
29	Nn1c(SCC(=O)N2CCOCC2)nnc1-c1cc(-c2ccc(Cl)cc2)n[nH]1	·	4	2	6	-2	-4	-1	-4	3	·
30	CCCNC(=O)Nc1cc(OCC)c(N2CCOCC2)cc1OCC	-3	10	6	-4	-9	-1	0	-5	2	-6
31	CCc1cccc(C)c1NC(=O)CSc1nc2ccccc2n1CC(=O)N(C)C	-13	2	-4	0	-2	5	-1	-3	4	-4
32	O=C(COC(=O)Cn1cnc2ccccc2c1=O)NNC(=O)c1ccc(Br)cc1	-10	8	-2	6	-10	3	2	-4	-2	5
33	CC1=CC(=O)CC(C)(C)[C@@]1(O)/C=C/[C@@H](C)O[C@@H]1O[C@H](CO)[C@@H](O)[C@H](O)[C@H]1O	-2	4	7	-11	-10	-4	0	-2	-1	-4
34	CSc1nc2n(n1)C(c1ccccn1)C1=C(CC(C)(C)CC1=O)N2 (stereo not drawn)	-3	3	-4	0	-163	0	-268	-55	-177	4
35	Cc1cc(Cn2nc(-c3ccccc3C)cc2C(=O)O)on1	10	5	-3	-2	-1	4	-1	-2	1	-10
36	Cc1ccc(C2C(C(=O)c3cc4ccccc4o3)=C(O)C(=O)N2CCN(C)C)o1 (stereo not drawn)	7	8	-3	3	-3	8	-28	-7	-15	7

New compounds follow:
no.	SMILES	ASAP1 inh	SIAE primary	DDE Tn6 FP inh	TDP2 inh	ADAM10 inh	DDE Tn7 FP inh	PLC-beta3 inh	ADAM17 inh	PLCg1 inh	ARFGAP1 inhibitor
37	CCOC(=O)N1CCC(NC(=O)CSc2cc(=O)n(CC)c3ccccc23)CC1	3	6	4	0	-26	9	-3	-13	-3	-6
38	CNC(=S)N(CCc1c(C)[nH]c2ccc(Cl)cc12)Cc1cccnc1	-3	7	4	-3	9	2	-4	3	5	16
39	Cc1csc(NC(=O)c2ccc(S(=O)(=O)N(C)c3ccccc3)cc2)n1	5	0	-10	-8	1	-1	-5	2	-5	2
40	O=c1c2ccccc2c(-c2ccc(O)cc2)nn1-c1cccc(C(F)(F)F)c1	2	-31	-6	-7	21*	3	-40	12*	-27	15
41	CCOCCCNc1nc(C(F)(F)F)nc2c1nnn2Cc1ccccc1Cl	-10	-3	-4	9	-1	1	-7	-5	4	4
42	C/C=C(\NC(C)=O)c1ccccc1	-6	6	6	1	0	0	1	-4	-1	-1
43	CCc1ccc2c(c1)C(=O)c1ccccc1C2=O	-3	-2	4	10	0	7	2	-3	-2	-9
44	COc1ccccc1CC(=O)Nc1ccc(S(=O)(=O)N2CCCCC2)cc1	-2	-4	1	2	2	2	-9	0	-4	-3
45	O=c1c2[nH]cnc2n(-c2cccc(Br)c2)c(=O)n1Cc1ccccc1	-11	1	-1	-2	-1	3	-5	-1	-2	11
46	CC1CCN(Cc2nnnn2-c2cccc([N+](=O)[O-])c2)CC1	0	-1	3	2	10	0	2	1	1	-1
47	S=C(NCCc1ccccc1)Nc1nccs1	-5	-3	-2	-9	15	5	1	-1	0	4
48	Cc1cccc(CN2C(=O)N/C(=C/c3ccc(C)s3)C2=O)c1	8	-8	-1	-6	2	1	-11	3	-11	4

Later entries:
no.	SMILES	ASAP1 inh	SIAE primary	DDE Tn6 FP inh	TDP2 inh	ADAM10 inh	DDE Tn7 FP inh	PLC-beta3 inh	ADAM17 inh	PLCg1 inh	ARFGAP1 inhibitor
49	CCN1CCN(c2cc(C)c3cc(NC(=S)NCCCOC)ccc3n2)CC1	8	0	4	-7	-81	-5	-42	-35	-28	-4
50	Cc1ccc(C2OC3=C(C(=O)CC(C)(C)C3)C(N)=C2C#N)o1 (stereo not drawn)	-2	13	7	6	1	5	-4	-1	-4	-12
51	CC(C)(C)NC(=O)C(=O)NN=C1CCCCCCC1	2	4	1	-9	-4	-9	-5	1	2	4
52	N#CC(C#N)=Cc1ccc(-c2ccc(S(=O)(=O)N=C(N)N)cc2)o1	3	-12	0	16	-209	2	-42	-59	-35	6
53	CCc1ccc(NC(=O)C(=O)NCc2ccccn2)cc1	4	-1	-2	3	-5	4	1	-5	0	-4
54	Cc1ccc(NC(=O)CC(C)CC2=NS(=O)(=O)c3ccccc3N2)cc1 (stereo not drawn)	-12	0	4	-5	-8	-2	0	-4	-1	-7
